HSF1 activator: increases HSF-1 driven luciferase reporter signal; NIH3T3-HGL HSF-1 luciferase reporter, MG132, 8 h; 100% = twice DMSO control signal; activation, % at 9 µM; 1.7% of 300,000 active; AID 504408;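 active = mean replicate activation of at least 50% with a set share of replicates each reaching 50%; inconclusive = only one of those two conditions met; inactive = mean below 50% and too few replicates reaching it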;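 also: 0% = median of the neutral control wells and 100% = twice that signal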
aSyn 5UTR inh: 5' untranslated region of α-synuclein, MLPCN primary screen; alpha-synuclein 5'UTR reporter, inhibitor activity; inhibition, % (tested at 7.5 µM); 0.82% of 300,000 active; AID 1813; in the data active = inhibition above about 60%; inconclusive = no clear call, values can overlap the other calls;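 also: H4 neuroglioblastoma cells stably carrying SNCA 5'UTR luciferase fusion; 0% = DMSO wells and 100% = positive control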
IEC-6 cytotox: counter-screen for KLF5 inhibitors: cytotoxicity in IEC-6 cells; IEC-6 cytotoxicity, luminescence viability; inhibition, % at 5 µM; 0.78% of 290,000 active; AID 1825; in the data active = inhibition above about 22%;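 also: 0% = plate median of test compound wells and 100% = cytotoxic reference compound wells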
SKKanGAS inh: inhibitors of SKKanGAS S. pyogenes growth in kanamycin (SK-promoter or general growth effect). BacTiter-Glo, 6 h. inhibition, % at 7.5 µM. 1.3% of 300,000 active;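 active = mean replicate score, as percent of positive control median, at least 50; inconclusive = mean below 50 but one replicate at or above 50; inactive = mean and every replicate below 50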;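 also: strain carries kanamycin resistance gene driven by streptokinase promoter and grows in 40 µg/ml kanamycin; loss of luminescence reflects streptokinase promoter inhibition or plain growth inhibition; 0% = median of DMSO wells and 100% = positive control at its reference dose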
Platelet DG rel: platelet dense granule release activity. human platelet-rich plasma, SFLLRN dense granule ATP release, luminescence. inhibition, %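 (compounds screened at 7.5 µM in platelet-rich plasma)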. 0.22% of 300,000 active. AID 1663;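 active = mean replicate score, as percent of positive control, at or above 50; inconclusive = mean below 50 but at least one replicate at or above 50; inactive = mean and every replicate below 50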
HIF act: HIF pathway transcriptional activation. U2OS HRE-luciferase reporter, luminescence; normalized: DMSO 0%, desferrioxamine 100%. activation, % at 7.5 µM (by protocol). 0.32% of 300,000 active;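 active = mean activation of at least 10% of the iron chelator positive control signal, with at least half of replicates also reaching 10%; inconclusive = mean and replicate majority disagree about reaching 10%; inactive = mean and most replicates under 10%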
KLF5 inh: inhibitors of KLF5 expression | AID 1700 | DLD-1 KLF5 promoter-luciferase reporter, luminescence | 0.23% of 290,000 active | inhibition, % at 5 µM;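 active = inhibition above a per-plate limit of that plate's mean compound inhibition plus 3 SD, cut at about 60% in these data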;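 also: 0% = DMSO wells and 100% = LY294002 at 200 µM; higher means less KLF5 promoter-driven luciferase light; inactives centre near -14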
HSP90 refold inh: inhibitors of HSP90 luciferase refolding in rabbit reticulocyte lysate | inhibition, % at 5.6 µM | 0.91% of 290,000 active | AID 1789 | luciferase refolding luminescence, 3 h;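 active = inhibition above the screen-wide mean plus 3 SD, computed separately per campaign, cut at about 16% in these data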;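 also: 0% = DMSO wells and 100% = 60 µM geldanamycin wells; inhibitors lower the luminescence because luciferase stays unfolded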
HSF1 inh: HSF1 inhibition; NIH3T3-HGL HSE-luciferase, MG132-induced, luminescence 8 h; active compounds read low; activity change, negative = inhibition, % at 7.5 µM (by protocol); 0.77% of 300,000 active; AID 2098;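 active = more than half of replicate wells show activity change below -50%, luminescence cut by over half; inconclusive = some wells, but at most half, below -50%; inactive = no replicate well below -50%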;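 also: luciferase reports HSF-1 transcriptional activity via heat shock element; 0% = median of DMSO wells and -100% = zero luminescence signal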
AI-2 QS modul: Vibrio harveyi AI-2 quorum sensing modulation; Vibrio harveyi JMH597 AI-2 luminescence/OD600 ratio, 9 h; active compounds read low; strain lacks LuxN and CqsS sensors; 0 = neutral-control median; activity change, % at 7.5 µM; 0.4% of 300,000 active; in the data active = activity change below about -75%, passing the limit was not always enough; inconclusive = no clear call, values can overlap the other calls;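 also: luminescence divided by OD600 gain over 9 h not by final OD600 alone; inactives centre near 13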
Starred values were filed as active, the others as inactive; ? = inconclusive; nt = no result given.

#1 CCOCCCNC(=O)C1CCCN1C(=O)NC1CCCCC1 (centres undefined)
#2 O=C(c1ccccc1)N1CCCC(C(=O)N2CCCCCC2)C1 (centres undefined)
#3 CCC(C)[C@H]1CNC(=S)N1CCC12CC3CC(CC(C3)C1)C2 (some centres undefined)
#4 CCOC(=O)C1CCCN(C(=O)c2ccc(OC)c([N+](=O)[O-])c2)C1 (centres undefined)
#5 COCCCNC(=O)c1cn(C)c(=O)c2c1c1ccccc1n2C
#6 COc1ccccc1CNC(=O)COC(=O)c1c(C)nn(-c2ccccc2)c1Cl
#7 COc1ccc(CCC(=O)Nc2cccc(S(=O)(=O)N(C)C)c2)cc1OC
#8 Cc1cc(C)c(C#N)c(N2CCC(C(N)=O)CC2)n1
#9 O=C(c1ccc(OC2CCN(CCc3ccccc3)CC2)cc1)N1CCCC(O)C1 (centres undefined)
#10 CC(C)N1CC(COc2ccc(Cl)cc2Cl)OC1=O (centres undefined)
screen / no.,1,2,3,4,5,6,7,8,9,10
SKKanGAS inh,-1,-5,12,3,-9,-3,4,3,nt,0
aSyn 5UTR inh,0,14,1,-23,-6,1,4,12,20,-12
HSF1 inh,-8,-4,-1,1,-4,-2,-5,0,-1,1
HSP90 refold inh,2,-3,nt,-9,-1,4,-1,-3,-2,1
Platelet DG rel,-2,1,0,1,0,-7,1,5,2,7
AI-2 QS modul,16,3,16,26,12,5,7,12,14,10
KLF5 inh,10,-12,nt,-5,-32,-14,1,-6,-18,-26
HSF1 activator,1,-10,-8,-3,-9,-4,-5,9,7,25
IEC-6 cytotox,5,-3,nt,-4,6,5,0,-4,0,-1
HIF act,-0.4,-0.3,0.1,0.3,0.6,0.2,0.1,-0.1,0.1,0.6

#11 O=C(O)CC(CC(=O)N1CCN(C(=O)c2ccco2)CC1)c1ccccc1 (centres undefined)
#12 COc1ccccc1NC(=O)NC1CCCCCCC1
#13 Cc1ccc2c(Cl)cc(Cl)c(OCC(=O)O)c2n1
#14 COC(=O)CCC(=O)OC1(C)C(=O)C=C2C=C(C3CC3)N(CCN3CCOCC3)C=C2C1=O (centres undefined)
#15 Cc1c(OC(C)C(=O)NC2CC(C)(C)NC(C)(C)C2)ccc2c3c(c(=O)oc12)CCC3 (centres undefined)
#16 Cc1cccc(N2C(=O)N3[C@H](c4ccc(F)cc4)[C@@H]4C(=O)N(C5CCCCC5)C(=O)[C@@H]4[C@]3(Cc3ccc(Cl)cc3)C2=O)c1
#17 Cc1cnn(-c2cc(N/N=C/c3ccccc3F)ncn2)c1
#18 CC(=O)c1ccc(S(=O)(=O)NCCc2csc(-c3cccnc3)n2)cc1
#19 CCOc1cc2[nH]c(=O)n(CCCCC(=O)NC3CCCCCC3)c(=O)c2cc1OCC
#20 Oc1ccc(Br)cc1/C=N/Nc1nc(N2CCCCC2)nc(N2CCOCC2)n1
screen / no.,11,12,13,14,15,16,17,18,19,20
SKKanGAS inh,-6,nt,-4,3,-2,-2,-8,0,2,?
aSyn 5UTR inh,0,nt,-10,3,-13,12,-61,7,-17,-25
HSF1 inh,2,nt,-12,-1,6,0,10,5,0,0
HSP90 refold inh,5,0,1,nt,-4,5,-2,4,4,-3
Platelet DG rel,-6,nt,-12,0,1,-3,-1,-8,-1,-7
AI-2 QS modul,2,-7,13,21,14,73,25,6,7,6
KLF5 inh,-5,-14,-2,nt,-28,-1,-23,-1,-47,10
HSF1 activator,-15,nt,5,5,1,6,16,-2,-5,-2
IEC-6 cytotox,6,-1,-2,nt,7,9,0,5,7,-1
HIF act,-0.3,nt,-2.2,-0.1,-0.4,-0.5,0.2,-0.2,0.4,-0.3

#21 COc1ccc(OC)c(N2C(N)=C(C#N)C(c3ccc(OC)c(O)c3)C3=C2CC(C)(C)CC3=O)c1 (centres undefined)
#22 CCOC(=O)CC(NC(=O)C(CC)c1ccccc1)c1ccccc1Cl (centres undefined)
#23 COc1ccc(OCCSCc2nnc(NC(=O)Nc3ccc(Cl)cc3)s2)cc1
#24 CCOC(=O)C1=C(O)/C(=C/c2cn(CC(=O)N3CCCC3)c3ccccc23)SC1=Nc1ccccc1
#25 Cc1ccc(NC2(C#N)C(=O)Nc3ccccc32)cc1C (centres undefined)
#26 NS(=O)(=O)c1ccc(N=Cc2ccc(Br)s2)cc1
#27 CCN(CC)c1ccc(/C=N/NC(=O)OC(C)(C)C)cc1
#28 COc1ccc(OC)c(NC(=O)c2cccc(NC(=O)c3ccccc3C(=O)O)c2)c1
#29 Cc1ccc(N(Cc2cc(=O)[nH]c3ccccc23)C(=O)C(C)C)cc1
#30 CCN(CC(=O)Nc1c(F)cccc1F)C(=O)CNC(=O)c1ccc(Br)o1
screen / no.,21,22,23,24,25,26,27,28,29,30
SKKanGAS inh,14,0,1,43,0,-2,6,4,1,4
aSyn 5UTR inh,4,-28,19,30,-89,-11,-153,-9,21,-16
HSF1 inh,-9,nt,3,2,-12,-1,20,-7,1,-6
HSP90 refold inh,-7,-1,3,-1,-3,-5,-1,0,-5,nt
Platelet DG rel,1,1,3,5,-3,3,-3,2,14,7
AI-2 QS modul,15,8,33,20,12,22,37,7,-4,4
KLF5 inh,-22,-6,-17,-35,-4,-23,-89,-1,-30,nt
HSF1 activator,-29,nt,2,4,-22,3,60*,-1,1,-4
IEC-6 cytotox,-6,-7,3,-7,-5,-7,1,6,-5,nt
HIF act,-0.1,nt,0.2,-0.5,4.1,0.3,2.5,0.4,0.4,1.3

Some of the entries so far, in markdown:
| No. | smiles | SKKanGAS inh | aSyn 5UTR inh | HSF1 inh | HSP90 refold inh | Platelet DG rel | AI-2 QS modul | KLF5 inh | HSF1 activator | IEC-6 cytotox | HIF act |
| --- | --- | --- | --- | --- | --- | --- | --- | --- | --- | --- | --- |
| 26 | NS(=O)(=O)c1ccc(N=Cc2ccc(Br)s2)cc1 | -2 | -11 | -1 | -5 | 3 | 22 | -23 | 3 | -7 | 0.3 |
| 30 | CCN(CC(=O)Nc1c(F)cccc1F)C(=O)CNC(=O)c1ccc(Br)o1 | 4 | -16 | -6 | nt | 7 | 4 | nt | -4 | nt | 1.3 |
| 29 | Cc1ccc(N(Cc2cc(=O)[nH]c3ccccc23)C(=O)C(C)C)cc1 | 1 | 21 | 1 | -5 | 14 | -4 | -30 | 1 | -5 | 0.4 |

(listing goes on)
#31 COCCNC(=O)c1nc2c(nnn2Cc2cc(C)ccc2C)c(=O)[nH]1
#32 Cc1cc(C(=O)OCC(=O)N2c3ccccc3CC2C)c(C)o1 (centres undefined)
#33 CCN(CC)C(=O)C(C)OC(=O)c1ccc(O)cc1 (centres undefined)
#34 CCN(CCn1cccn1)C(=O)c1cc(COc2ccc(F)cc2Cl)on1
#35 N#Cc1ccc(C(=O)NC2CCCc3ccccc32)cc1 (centres undefined)
#36 Cc1ccc(CNC(=O)CS(=O)(=O)Cc2nc(-c3ccc(C)cc3)oc2C)cc1
#37 O=C(Nc1ccc(Cl)cc1)[C@@H]1[C@@H]2C(=O)N(c3ccc(Cl)cc3)C(=O)[C@@H]2[C@H]2C=CC=NN21
#38 O=C(COc1ccc(/C=N/NS(=O)(=O)c2ccccc2)cc1)N1CCOCC1
#39 O=C(c1cnccn1)N1CCN(c2ccccc2)CC1
#40 Cc1c(C(=O)N2CCN(Cc3ccc4c(c3)OCO4)CC2)sc2ncnc(N3CCN(c4ccccc4F)CC3)c12
screen / no.,31,32,33,34,35,36,37,38,39,40
SKKanGAS inh,11,-4,-9,-2,-3,9,7,3,8,40
aSyn 5UTR inh,0,-7,10,2,14,1,-30,10,-15,-7
HSF1 inh,-7,2,-4,5,4,-5,-6,0,nt,6
HSP90 refold inh,-1,2,-1,-2,-2,4,3,0,4,-2
Platelet DG rel,-4,-2,4,-2,6,-3,-4,-3,-3,-1
AI-2 QS modul,1,28,20,9,9,nt,20,18,12,10
KLF5 inh,-33,-2,-30,-37,-2,15,14,-16,-14,3
HSF1 activator,14,10,1,-1,11,-8,-16,-5,nt,7
IEC-6 cytotox,-6,2,-2,1,2,10,5,5,3,-2
HIF act,0.0,0.4,-0.4,0.3,-0.5,-0.7,0.5,-0.1,-0.1,0.1

#41 CS(=O)(=O)N(CC(=O)Nc1ccccc1C(=O)N1CCOCC1)c1ccc(F)c(Cl)c1
#42 Cc1cc(C)c2nc(N3CCN(C(=O)c4cccs4)CC3)sc2c1
#43 COc1ccccc1NC(=O)c1ccc(NC(=O)Cc2n[nH]c(=O)c3ccccc23)cc1
#44 O=C(OCc1nnc(-c2ccccc2)o1)C12CC3CC(CC(Br)(C3)C1)C2
#45 O=C1Nc2ccc(S(=O)(=O)NCc3ccco3)c3cccc1c23
#46 O=C(O)c1occc1CSc1ccccc1
#47 COc1cccc(CNC(=O)CCNC(=O)c2ccc(Br)o2)c1
#48 O=C(NNC(=O)c1cc([N+](=O)[O-])ccc1Cl)c1cccs1
#49 OCCNCCCCSc1ccc(Cl)cc1
#50 Cc1cc(-c2nc(C)c(C(=O)NNS(=O)(=O)c3cccc(C(F)(F)F)c3)s2)no1
screen / no.,41,42,43,44,45,46,47,48,49,50
SKKanGAS inh,-8,10,-2,4,-12,-1,-1,1,6,-2
aSyn 5UTR inh,-1,-3,54,-105,1,-4,2,-16,-21,-12
HSF1 inh,6,0,13,-16,2,-1,-2,-5,-3,6
HSP90 refold inh,1,nt,3,15,5,-2,-3,1,1,3
Platelet DG rel,9,-5,-5,3,-4,10,1,-1,1,1
AI-2 QS modul,-4,10,33,9,39,12,33,5,26,7
KLF5 inh,-22,nt,-5,-64,16,-11,-4,-12,12,-2
HSF1 activator,11,4,13,-29,6,-12,-10,-11,3,24
IEC-6 cytotox,-1,nt,25*,1,-1,4,0,4,0,1
HIF act,0.1,0.5,-0.8,1.9,-0.2,-0.1,-0.1,-0.2,0.4,-0.1

#51 O=C(NCC1CCCCC1)c1cc([N+](=O)[O-])ccc1Cl
#52 NC(=O)c1sc2nc3c(c(-c4ccco4)c2c1N)CCCC3
#53 Cc1ccn2c(C=O)c(-c3ccc(F)cc3)c(C=O)c2c1
#54 O=C(NNC1=C(C(=O)C(F)(F)F)CCC1)c1cccc(Cl)c1
#55 CC(=O)NC1=NN(C(C)=O)C(C)(c2ccc(C)o2)S1 (centres undefined)
#56 COc1cccc(-c2csc(N3CCN(C(=S)Nc4ccccc4)CC3)n2)c1
#57 COc1ccc(N2CCN(C(=O)COC(=O)CCOc3ccc(C)cc3)CC2)cc1
#58 CS(=O)(=O)N(Cc1ccc(Cl)cc1)c1ccc(C(=O)NCc2ccccn2)cc1
screen / no.,51,52,53,54,55,56,57,58
SKKanGAS inh,3,-10,-2,96*,3,15,-5,-7
aSyn 5UTR inh,-17,12,19,-40,-29,-21,18,8
HSF1 inh,-4,-6,-2,4,-1,2,-5,2
HSP90 refold inh,-3,0,4,6,2,5,nt,-2
Platelet DG rel,3,0,-1,2,-11,-10,6,12
AI-2 QS modul,40,-5,-32,13,17,-7,27,13
KLF5 inh,-4,-10,-22,-54,-5,-16,nt,-22
HSF1 activator,0,-9,18,26,-2,-12,1,-6
IEC-6 cytotox,-2,-10,4,7,6,5,nt,-5
HIF act,-0.4,2.2,0.0,0.2,0.0,0.0,-0.7,-0.3
